# Compound activity from PubChem.
# RNase H inhibition = RNase H inhibition, HIV 1 Gag Pol polyprotein, FRET biochemical assay, screening (AID 372); HIV-1 RT RNase H, FRET RNA/DNA substrate fluorescence; higher % means a stronger effect; hit rate 0.77% among 100,000; inhibition, % at 10 µM, or IC50 in µM where a hit was titrated; in the data active means inhibition above about 50%
# An asterisk follows results filed as active.
# The first six records as a preview:
SMILES,RNase H inhibition
C=CCN1C(=O)/C(=C/c2cc(C)n(-c3ccc(C(=O)O)cc3C)c2C)C(=O)NC1=S,6%
CC(C)CN1C(=S)SC(C)(C)C1n1oc(=O)n(-c2ccc(Cl)cc2)c1=O (stereo not given),4%
COc1ccc(OCCOCCOc2ccc([N+](=O)[O-])cc2Cl)cc1,10%
COc1cc(/C=C2/C(=O)NC(=O)N(Cc3ccco3)C2=O)ccc1OCC(N)=O,0%
O=C(Cc1ccc(Br)cc1)Nc1ccccc1F,8%
Cc1ccc(CNC(=O)C(C)Sc2ccc(Cl)cc2)cc1 (stereo not given),28%

# The whole of this part (from the top)
SMILES,RNase H inhibition
C=CCN1C(=O)/C(=C/c2cc(C)n(-c3ccc(C(=O)O)cc3C)c2C)C(=O)NC1=S,6%
CC(C)CN1C(=S)SC(C)(C)C1n1oc(=O)n(-c2ccc(Cl)cc2)c1=O (stereo not given),4%
COc1ccc(OCCOCCOc2ccc([N+](=O)[O-])cc2Cl)cc1,10%
COc1cc(/C=C2/C(=O)NC(=O)N(Cc3ccco3)C2=O)ccc1OCC(N)=O,0%
O=C(Cc1ccc(Br)cc1)Nc1ccccc1F,8%
Cc1ccc(CNC(=O)C(C)Sc2ccc(Cl)cc2)cc1 (stereo not given),28%
CC(NC(=O)C(c1ccccc1)C(c1ccccc1)c1ccccc1)c1ccccc1 (stereo not given),11%
CC(C)(C)c1ccc(OCC(=O)Nc2ccccc2C(=O)Nc2ccc(C(=O)O)cc2)cc1,0%
CCCOC(=O)C1=C(C)NC2=C(C(=O)CCC2)C1c1ccccc1OC (stereo not given),15%
Cc1ccc(S(=O)(=O)NC(=O)Nc2ccccc2I)cc1,4%
COc1cccc(-c2nc3sc4c(c3c(=O)[nH]2)CCCC4)c1,7%
COC(=O)c1c(C)oc2cc(Br)c(OS(C)(=O)=O)cc12,0%
COc1ccc(CC(=O)NC(c2ccccc2)c2ccccc2)cc1,0%
CCCCOC(=O)C1=C(C)NC(=O)NC1c1ccc(Cl)cc1 (stereo not given),26%
COc1ccccc1C(=O)c1nc2ccccc2n1C,8%
CCOC(=O)c1ccc(N2C(=O)c3ccc(-c4nc5ccccc5c(=O)o4)cc3C2=O)cc1,9%
O=C(N=c1scc(-c2ccccc2)n1-c1ccccc1)c1ccco1,10%
CC12C=CC(O1)C1C(=O)N(c3ccc([N+](=O)[O-])cc3)C(=O)C12 (stereo not given),11%
O=C1Nc2ccc(S(=O)(=O)Nc3ccc([N+](=O)[O-])cc3)c3cccc1c23,8%
O=C(Nc1cccc(Cl)c1)C(O)c1ccccc1 (stereo not given),0%
Cc1ccc(N2C(=O)CC(N3CCN(C/C=C/c4ccccc4)CC3)C2=O)cc1Cl (stereo not given),12%
O=C(c1ccccc1Br)N(C1CCCCC1)C1CCCCC1,25%
FC(F)(F)c1ccccc1C=NN1CCN(c2ccccn2)CC1,0%
CC1(C)CC(=O)C2=C(C1)Nc1ccccc1N(C(=O)c1ccccc1)C2c1ccc(C#N)cc1 (stereo not given),13%
CCOc1c(I)cc(/C=C2\C(=O)NC(=O)N(c3ccccc3Cl)C2=O)cc1OC,1%
O=C(NCCO)c1cccc2c1-c1ccc(I)cc1C2,6%
Cc1ccc(NC(=O)c2c(-c3c(F)cccc3Cl)noc2C)cc1,14%
OCCNCCCOc1ccccc1Br,6%
CCOC(=O)C(NS(=O)(=O)c1ccc2c(c1)C(=O)c1ccccc1-2)C(OC(=O)CC)c1ccccc1 (stereo not given),0%
Cc1cccnc1NC(=S)NC(=O)c1ccco1,2%

# Some of the entries above, reformatted:
molecule | RNase H inhibition
O=C(NCCO)c1cccc2c1-c1ccc(I)cc1C2 | 6%
Cc1ccc(NC(=O)c2c(-c3c(F)cccc3Cl)noc2C)cc1 | 14%
OCCNCCCOc1ccccc1Br | 6%

# Carrying on.
SMILES,RNase H inhibition
Cc1ccc(C(=O)N2CCN(c3ccccn3)CC2)cc1,0%
Cc1ccccc1OCCCn1ccnc1,3%
CCC(=O)O/C(C#N)=N\Nc1nc2c([nH]1)c(=O)n(C)c(=O)n2C,11%
COc1ccc(C2CC(=O)C3=C(C2)NC(C)=C(C(=O)OCc2ccccc2)C3c2ccncc2)cc1 (stereo not given),7%
O=C1NC(=S)N/C1=C\c1cccc(Oc2ccccc2)c1,9%
COc1cccc(NC(=O)COc2ccccc2C)c1,0%
CCC(C)c1ccc(NC(=O)c2cc(Cl)c(OC)c(Cl)c2)cc1 (stereo not given),28%
Cc1csc(Nc2ccccc2)[n+]1CCO,0%
O=C(O)C(Cc1ccccc1)N1C(=O)/C(=C/c2ccc(O)cc2)SC1=S (stereo not given),16%
COc1ccc(/C=N/NS(=O)(=O)c2ccc(C)cc2)cc1OCc1ccccc1,3%
CCCCCCCOc1ccc(-c2ccc(/C(N)=N/O)cc2)cc1,2%
Cc1ccc(OCC(=O)Nc2ccc(-c3nc4ccccc4o3)cc2)cc1C,14%
CC1CCC(N=CC2=C(O)CC(C)(C)CC2=O)CC1 (stereo not given),5%
O=C(Nc1cccc(Cl)c1)Nc1nnc(Cc2ccc(Cl)cc2)s1,2%
CCOC(=O)c1c(NC(=S)NCc2ccccc2)sc2c1CCC2,13%
O=C(c1ccccc1)c1ccc(N=Cc2ccc([N+](=O)[O-])s2)cc1,10%
CCOC(=O)C1=C(C)N=c2s/c(=C\c3ccc(-c4cccc(Cl)c4Cl)o3)c(=O)n2C1c1ccc(OC)cc1 (stereo not given),14%
N#C/C(=C/c1ccc(-c2cc(Cl)ccc2Cl)o1)C(=O)O,15%
COc1ccc(CN2CCN(C(=O)CC(C)C)CC2)c(OC)c1,6%
COC(=O)c1ccc(N2C(=O)CC(N3CCN(Cc4ccccc4)CC3)C2=O)cc1 (stereo not given),14%
CCCCc1ccc(N2C(=O)c3ccccc3NC2c2ccccc2Cl)cc1 (stereo not given),35%
N#C/C(=C\Nc1ccc([N+](=O)[O-])cc1)c1nc(-c2ccc(Cl)cc2)cs1,5%
O=C(Cc1ccccc1)NC(=S)Nc1ccc(I)cc1Cl,21%
Cc1cccc(N2C(=O)/C(=C/c3ccc(Cl)cc3Cl)SC2=S)c1C,8%
CC1=NN(c2ccccc2)C(=O)C1C=C1C(=O)NC(=O)NC1=O (stereo not given),4%
Cc1cc(C)n(C(=O)c2cccc(Cl)c2)n1,21%
COc1cc(/C=C2/SC(=S)N(c3ccccc3)C2=O)ccc1OCc1ccccc1C,4%
COc1ccc(NC(=O)C2=C(C)NC(=O)NC2c2ccc(O)cc2)cc1 (stereo not given),11%
CCOc1ccccc1NC(=O)CSCc1ccc(Cl)cc1Cl,48%
COc1ccc2ccccc2c1/C=C1\C(=O)NC(=O)N(Cc2ccccc2)C1=O,40%
O=C(/C=C(\O)c1ccccc1)C(=O)Nc1ccc(C(=O)O)cc1,6%
CC(C)CNC(=O)C(=O)NNC(=O)COc1ccc(Cl)cc1,0%
COc1ccc(C2NC(=O)NC(C)=C2C(=O)Nc2ccc(Cl)cc2)cc1OC (stereo not given),6%
O=C(Nc1ccccc1O)c1cc(Cl)ccc1Cl,0%
C/C(CCc1ccccc1)=N/NC(=O)c1ccc([N+](=O)[O-])cc1,4%
O=C1C(Cl)=CC(=NS(=O)(=O)c2ccc(Cl)cc2)C=C1Cl,28%
Cc1cc2ncn(C(=O)N3CCOCC3)c2cc1C,5%
O=C(O)Cc1csc(-c2ccc(Cl)cc2)n1,0%
CCCOC(=O)c1ccc(N2C(=O)c3ccccc3C2=O)cc1,8%
O=C1C=C(Nc2ccccc2)CC(c2cccc(Cl)c2)C1 (stereo not given),22%
Cc1ccc(C)c(N2C(=O)CC(Cc3ccc(Cl)cc3)C2=O)c1 (stereo not given),0%
OC1(C(F)(F)F)CC(c2ccccc2)=NO1 (stereo not given),2%
COc1ccc(NC(=O)c2cccc(Cl)c2Cl)cc1Cl,14%
O=C(Nc1ccc(F)cc1F)c1ccc(Cl)cc1Cl,6%
CCC(C)NC(=O)COc1ccc(Br)cc1Cl (stereo not given),10%
COc1cc(C2Nc3ccccc3C(=O)N2c2ccc(F)cc2)cc(OC)c1OC (stereo not given),0%
CCN(CC)c1ccc(C2C(C(=O)OC(C)C)C(=O)CC(C)(O)C2C(=O)OC(C)C)cc1 (stereo not given),12%
COc1cc(Br)c(/C=N/N=C2/NC(=O)CS2)cc1OC,9%
CCc1ccc(C(=O)/C=C/c2cccc([N+](=O)[O-])c2)cc1,10%
N#C/C(=C\c1ccc(-c2cccc(C(F)(F)F)c2)o1)c1nn(CCO)c(N)c1C#N,15%
O=C(Nc1ccccc1)Nc1nnc(-c2ccccc2)s1,7%
Cc1ccc2nc(-c3cccc(NC(=S)NC(=O)c4ccco4)c3)oc2c1,17%
Cc1ccccc1-c1nc2cc(NC(=O)/C=C/c3ccco3)ccc2o1,16%
Cc1cc(C)c(S(=O)(=O)Nc2cccc(Cl)c2Cl)c(C)c1,5%
C=CCc1ccc(OCCCOc2ccc(F)cc2)c(OC)c1,14%
Cc1ccnc(N2C(=O)c3ccc(-c4nc5ccccc5c(=O)o4)cc3C2=O)c1,0%
CCOc1c(Br)cc(/C=C2\C(=O)NC(=O)N(c3cccc(C)c3)C2=O)cc1OC,13%
Fc1ccc(-c2nc(-c3cccnc3)no2)cc1,46%
COc1cc(C=O)cc(I)c1OCc1ccc([N+](=O)[O-])cc1,43%
O=C1NC(=Nc2ccc(Cl)cc2)SC1Cc1cccc(C(F)(F)F)c1 (stereo not given),11%

# No new results follow: two of the compounds above.
SMILES,RNase H inhibition
COc1cc(C2Nc3ccccc3C(=O)N2c2ccc(F)cc2)cc(OC)c1OC (stereo not given),0%
CCN(CC)c1ccc(C2C(C(=O)OC(C)C)C(=O)CC(C)(O)C2C(=O)OC(C)C)cc1 (stereo not given),12%

# Other results.
SMILES,RNase H inhibition
COc1ccc(N(CC(=O)NC(C)c2ccccc2)S(C)(=O)=O)cc1 (stereo not given),0%
Oc1ccccc1C1OC2CCCCC2C2=CCCCC21 (stereo not given),10%
CCCC1CCC(c2ccc(OCC)cc2)=CC1=O (stereo not given),8%
O=C(NC1C2CC3CC(C2)CC1C3)c1ccc(Br)cc1 (stereo not given),3%
COc1ccc(OC)c(/C=C2/SC(=O)N(CNc3ccc(Br)cc3C)C2=O)c1,5%
CCC(CC)NS(=O)(=O)Cc1ccccc1,6%
Cc1ccc(OCC(=O)Nc2ccccc2O)c(C)c1,10%
Cc1ccc(NC(=O)Nc2nnc(C34CC5CC(CC(C5)C3)C4)s2)cc1,14%
O=[N+]([O-])c1cc2c(cc1/C=N/NS(=O)(=O)c1ccccc1)OCO2,13%
OC(COc1ccc2ccccc2c1)CN1CCN(Cc2ccc3c(c2)OCO3)CC1 (stereo not given),13%
O=C1/C(=C/c2cccc(Br)c2)SC(=S)N1CCCC(=O)N1CCCc2ccccc21,28%
O=C(/C=C/c1ccco1)Nc1ccc(O)cc1C(=O)O,13%
CCN(CC)S(=O)(=O)c1cc(C(=O)Nc2cccc(C(=O)O)c2)ccc1C,7%
CC(=O)N(C)c1ccc(N=Cc2ccc(C)o2)cc1,13%
CC1=C(C(=O)Nc2cc(Cl)ccc2C)C(c2ccccc2Cl)NC(=O)N1 (stereo not given),8%
Cc1ccccc1OCC(=O)NCc1ccncc1,1%
COc1cc(NC(=O)c2cccc(F)c2)c(OC)cc1NC(C)=O,1%
Cc1ccc(OCCOc2ccc(Cl)cc2C=C2C(=O)NC(=S)NC2=O)c(C)c1,7%
N/C(=N\OC(=O)c1ccncc1)c1cccc([N+](=O)[O-])c1,17%
O=C(N/N=C/c1ccc(-c2ccc(Cl)cc2)o1)/C(=C/c1ccccc1)NC(=O)c1ccccc1,15%
CC(C)Oc1ccc(/C=N/N=C2\NC(=O)C(Cc3cccc(Cl)c3)S2)cc1 (stereo not given),16%
CCOc1ccc(/C=N/NC(=O)c2cc(C(C)(C)C)[nH]n2)c(O)c1,19%
CC(=O)N/N=C/c1c[nH]c2ccccc12,3%
COc1ccc(C(=O)Cc2cc(OC)c(OC)cc2Br)cc1,0%
CCOc1cc(OCC)cc(C(=O)Nc2ccc(N3CCOCC3)cc2)c1,3%
CN1CCN(C(=O)CN2C(=O)c3cccc4cccc(c34)C2=O)CC1,5%
OC(CN1CCN(Cc2ccccc2)CC1)Cn1c2ccccc2c2ccccc21 (stereo not given),10%
Cc1cc(Cl)ccc1NC(=O)CN(c1cccc(Cl)c1)S(C)(=O)=O,0%
CCOC(=O)C1=C(C)N=c2s/c(=C\c3ccc(C(=O)O)cc3)c(=O)n2C1c1ccc(OC)c(OC)c1 (stereo not given),5%
Cc1c(NC(=O)c2cc3ccccc3oc2=O)c(=O)n(-c2ccccc2)n1C,0%

# Compounds from the list above with an NH in an aromatic ring:
SMILES,RNase H inhibition
COc1cccc(-c2nc3sc4c(c3c(=O)[nH]2)CCCC4)c1,7%
CCC(=O)O/C(C#N)=N\Nc1nc2c([nH]1)c(=O)n(C)c(=O)n2C,11%
CCOc1ccc(/C=N/NC(=O)c2cc(C(C)(C)C)[nH]n2)c(O)c1,19%
CC(=O)N/N=C/c1c[nH]c2ccccc12,3%

# Remaining list, next part:
SMILES,RNase H inhibition
O=S(=O)(Nc1ccc(F)cc1)c1cccc(S(=O)(=O)c2ccc(Cl)c(Cl)c2)c1,19%
CC(=O)Nc1cccc(N=Cc2cc(Br)cc(Br)c2O)c1,15%
O=C1C2C(c3ccc(Br)cc3)OC3(C(=O)c4ccccc4C3=O)C2C(=O)N1c1ccc(-c2ccccc2)cc1 (stereo not given),3%
O=C(c1ccc(C#Cc2ccccc2)cc1)N1CCN(c2ccccn2)CC1,14%
COCCOC(=O)C1=C(C)NC(=O)NC1c1cc(OC)ccc1OC (stereo not given),2%
CS(=O)(=O)N(CC(=O)N1CCCC1)c1cccc(Cl)c1,6%
COc1cccc2cc(-c3nc(-c4ccc(Cl)cc4Cl)cs3)c(=O)oc12,20%
Cc1cccc(C)c1NC(=O)COc1ccc(Cl)cc1Cl,10%
CCCOC(=O)c1ccc(NC(=O)c2cccc([N+](=O)[O-])c2)cc1,17%
COc1ccc(C(=O)NCc2ccccc2)cc1OC,11%
O=C(C1CCN(Cc2ccc(OCc3ccccc3)cc2)CC1)N1CCN(c2ccccc2)CC1,11%
CS(=O)(=O)NCCCCNc1ccc(C(F)(F)F)cc1[N+](=O)[O-],15%

# An excerpt, so the mix of outcomes need not match the whole.
